Vif-APOBEC3G blk: inhibitors of Vif-APOBEC3G interaction; Q9HC16; HeLa A3G-eYFP + Vif (tagged APOBEC3G with the HIV-1 protein that degrades it), YFP fluorescence, overnight; Potency, µM (doses to about 46.1 µM), without a hit: top-dose activity, negative = active, hits mostly inhibitors; hit rate 0.076% among 410,000;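 further: potency means the concentration at half of the fitted maximal effect; on the % scale 0 is the no-effect control and ±100 the full control effect; nearly all actives have a fitted effect of over 60% in size; hits raise eYFP signal because A3G escapes Vif-driven loss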
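HeLa cells stably expressing Vif and C-terminally eYFP-tagged A3G, seeded overnight at 37 deg C, then exposed to compound by pintool overnight at 37 deg C. Rise in yellow fluorescence (Ex 488/Em 500-530, Acumen) marks blocked Vif-driven A3G degradation.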
RXFP1 ag: RXFP1 (human) receptor agonism; HEK293T-RXFP1 cAMP TR-FRET, 30 min; response scale: percent of porcine relaxin response, buffer zero; Potency, µM (series often up to 57.5 µM), without a hit: at the top dose activation, usual class: activators; Q9HBX9; hit rate 0.3% among 370,000; further: potency means the concentration at half of the fitted maximal effect; on the % scale 0 is the no-effect control and ±100 the full control effect; nearly all actives have a fitted effect of over 60% in size; many of its hits are not listed in these tables
Target sequence (Q9HBX9 whole entry, looked up): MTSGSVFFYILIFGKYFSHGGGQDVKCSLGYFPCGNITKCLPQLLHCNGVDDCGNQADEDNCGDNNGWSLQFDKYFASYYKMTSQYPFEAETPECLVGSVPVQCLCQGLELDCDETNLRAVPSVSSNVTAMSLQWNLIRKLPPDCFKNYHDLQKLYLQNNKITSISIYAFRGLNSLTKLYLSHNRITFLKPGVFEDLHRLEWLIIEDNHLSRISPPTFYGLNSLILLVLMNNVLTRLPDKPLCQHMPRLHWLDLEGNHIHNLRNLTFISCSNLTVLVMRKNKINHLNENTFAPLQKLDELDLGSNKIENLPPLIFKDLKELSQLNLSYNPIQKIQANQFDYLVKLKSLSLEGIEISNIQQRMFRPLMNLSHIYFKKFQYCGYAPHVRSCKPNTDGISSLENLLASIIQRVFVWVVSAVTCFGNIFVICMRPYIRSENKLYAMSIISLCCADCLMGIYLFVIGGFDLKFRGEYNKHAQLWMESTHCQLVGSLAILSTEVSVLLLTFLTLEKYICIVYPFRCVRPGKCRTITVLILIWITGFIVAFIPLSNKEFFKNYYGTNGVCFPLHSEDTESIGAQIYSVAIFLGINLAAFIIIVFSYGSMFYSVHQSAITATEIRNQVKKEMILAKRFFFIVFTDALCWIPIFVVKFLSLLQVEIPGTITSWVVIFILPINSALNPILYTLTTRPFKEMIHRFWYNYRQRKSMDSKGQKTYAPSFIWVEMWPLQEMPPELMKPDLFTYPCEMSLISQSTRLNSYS
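HEK293T cells stably expressing RXFP1 were pretreated with the PDE4 inhibitor Ro 20174, exposed to compounds for 30 min at 37C, lysed, and cAMP was read by TR-FRET. Data normalized to buffer (basal) and 29 nM porcine relaxin (100%).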
USP1-UAF1 inh: inhibitors of human USP1/UAF1 deubiquitinase. O94782. recombinant USP1/UAF1, Ub-Rhodamine cleavage fluorescence. Potency, µM (highest dose often 57.1 µM), inactives show top-dose activity change, negative = inhibition, usual class: inhibitors. hit rate 0.23% among 390,000; further: potency means the concentration at half of the fitted maximal effect; on the % scale 0 is the no-effect control and ±100 the full control effect; nearly all actives have a fitted effect of over 60% in size; inactives centre near -12
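USP1/UAF1 complex at 1 nM was preincubated with compound for 15 min at room temperature, then Ub-Rho substrate (150nM final) was added. Fluorescence (480/540 nm) was read kinetically, 6 reads every 60 seconds.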
Glioma ERSR ind: induces the endoplasmic reticulum stress response in human glioma cells. AID 602332. Potency, µM, inactives show top-dose activation, hits mostly activators. hit rate 0.02% among 420,000. U87-MG GRP78 promoter luciferase reporter, 16 h; further: potency means the concentration at half of the fitted maximal effect; series mostly up to about 76 µM; % of control where 0% means no effect; nearly all actives have a fitted effect of over 35% in size
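Stably transfected U87-MG glioma cells carrying a GRP78-based luciferase sensor; 16 h compound incubation. Luminescence end-point read 10 min after Bright-Glo addition at room temperature.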
TrxR1 substrate: rat thioredoxin reductase 1 substrate activity; O89049; Potency, µM (series often up to 114 µM), for the others: top-dose activity change, negative = substrate turnover; hit rate 0.01% among 390,000; AID 588456; purified TrxR1 substrate turnover, NADPH consumption readout; further: potency means the concentration at half of the fitted maximal effect; on the % scale 0 is the no-effect control and ±100 the full control effect; nearly all actives have a fitted effect of over 50% in size
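Rat TrxR1, dispensed at 90 nM, was prereduced with 400 uM NADPH (final) for 5 min at ~22 deg C, then incubated with compound 15 min before 400 uM selenite. A first-read NADPH fluorescence drop versus no-compound background flagged substrates.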
Vif-A3F inh: inhibitors of Vif-A3F interaction | HeLa A3F-eYFP + Vif (tagged APOBEC3F with the HIV-1 protein that degrades it), YFP fluorescence increase | Potency, µM (titrated, usually from 46.1 µM), inactives show top-dose activity, negative = active | hit rate 0.2% among 390,000; further: potency means the concentration at half of the fitted maximal effect; % of control where 0% means no effect; nearly all actives have a fitted effect of over 65% in size
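Fluorescence increase (Ex 488/Em 500-530) after overnight compound treatment at 37 deg C flags inhibition of Vif-driven A3F-eYFP loss in stable HeLa A3F-eYFP/Vif cells seeded overnight beforehand.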
PI4K2A block: inhibitors of human PI4K2A. Q9BTU6. purified PI4K2A, ADP-Glo luminescence, 1 h; active compounds read low. activity change, negative = inhibition, % at 76.9 µM. hit rate 0.13% among 420,000; in the data active means activity change below about -50%; inconclusive means mostly about -30% to -49%;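 further: -100% = wells without enzyme as full effect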
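In this quantitative HTS, ADP production by PI4K2A was quantified luminescently after 1 h at ambient temperature; 100 microM adenosine served as plate-quality control.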
LDHA inh: LDHA (human) enzyme inhibition; P00338; purified LDHA, NADH/diaphorase-resazurin fluorescence; active compounds read low; activity change, % (values are at about 110 or 230 µM); hit rate 0.15% among 480,000; AID 1347041; in the data active means activity change below about -30%; inconclusive means mostly about -25% to -30%;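 further: plate controls were DMSO wells for no effect and wells without enzyme for full effect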
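Human LDH5 at 2 nM final in Tris HCl pH 7.4 with 0.06 mM NADH and 0.2 mM pyruvate, reacted 5 minutes at room temperature. Remaining NADH coupled via diaphorase/resazurin; resorufin fluorescence read at 0 and 20 minutes, normalized to enzyme-free and DMSO wells.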
mIDH1 inhibitor: inhibitors of human mutant IDH1 R132H; IDH1-R132H enzyme, NADPH consumption, diaphorase/resazurin fluorescence; hit rate 0.093% among 390,000; Potency, µM (titrated, usually from 76.6 µM), without a hit: at the highest dose activity change, negative = inhibition, usual class: inhibitors; further: potency means the concentration at half of the fitted maximal effect; on the % scale 0 is the no-effect control and ±100 the full control effect; nearly all actives have a fitted effect of over 65% in size
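IDH1-R132H (0.5 ug/mL) preincubated 30 min with compound, then NADPH (0.016 mM) and alpha-KG (2 mM) added; 80 min at RT, pH 7.5. Remaining NADPH coupled via diaphorase/resazurin to fluorescence (540/590 nm); concentration-response curves normalized to no-enzyme control.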
The depositor's hits bear a star; ? = inconclusive; . = not tested or not shown; & = joins results of further samples; [ ] = another dose, or the depositor's remark. Unless noted, the call rests on the fitted dose curve; in most records, active means well fitted curve in the direction sought with a large enough effect; inconclusive means small, poorly fitted or top-dose-only effect, or another doubt; inactive means no such curve, though single readings can be large; an effect the other way counts as inactive or inconclusive. A portion of the library; the hit share may differ from the screen's.

SMILES	Vif-APOBEC3G blk	RXFP1 ag	USP1-UAF1 inh	Glioma ERSR ind	TrxR1 substrate	Vif-A3F inh	PI4K2A block	LDHA inh	mIDH1 inhibitor
C[C@H](CO)N1C[C@H](C)[C@H](CN(C)S(C)(=O)=O)Oc2c(cccc2N(C)C)C1=O	4%	.	-16%	-4%	1%	-2%	-5	0	2%
O=C(C1CCOCC1)N1CCC(CO)(CCc2ccccc2)CC1	0%	-0.5%	-6%	-5%	-1%[57.1 µM]	-5%	-5	-3	0%
Cc1cc(NC(=O)NC(=O)c2cccc(OC(F)(F)C(F)F)c2)n[nH]1	1%	1.2%	-5%	-3%	-4%	5%	8	-3	1%
Clc1nc(NCc2cccnc2)nc(N2CCOCC2)n1	3%	0.3%	-8%	-4%	-1%	-2%	8	-8	1%
Cn1c(=O)n(C)c2cc([N+](=O)[O-])c(N3CCN(S(C)(=O)=O)CC3)cc21	3%	0.9%	3%	0%	-7%	-17%	-8	-4	0%
Cc1ccc(Cn2c(C(=O)O)c(CNC3CCCC3)c3ccc(C)cc32)cc1	2%	4.1%	-22%	-1%	9%	-5%	3	2	31%
O=C(CN1CCN(Cc2ccc(F)cc2Cl)C1=O)NCCc1ccccc1	6%	-2.0%	-25%	13%	3%	1%	-7	-2	13%
CCCSc1ccc(-c2nn(-c3ccccc3)cc2/C=C(/C#N)C(=O)NCCCOC)cc1	-4%	1.4%	-18%	-5%	17%	0%	-1	-2	3%
Cc1cc(C)cc(NC(=O)C2CCC(CNS(=O)(=O)c3ccc4c(c3)C(C)(C)C(=O)N4C)CC2)c1 (stereo not drawn)	4%	-0.4%	?	-1%	-11%	3%	-1	-5	19%
Cc1ccc(Nc2nc3ccccc3nc2-n2nc(C)cc2C)cc1	0%	1.7%	-15%	-2%	-1%	-5%	2	-5&-12	-15%
Cc1oc2ncnc(N3CCCCC3)c2c1C(=O)NCC1CCN(Cc2ccccc2F)CC1	3%	1.2%	-12%	-3%	3%	-4%	-4	-4	-14%
Cc1cc(O)c(C2(O)C(=O)Nc3cc(Br)ccc32)cc1C (stereo not drawn)	-20%	9.1%	-8%	-6%	15%[57.1 µM]	0%	-10	3	7%
C=CCn1c(SCn2nnc3ccccc3c2=O)nnc1C1CCCCC1	-6%	4.0%	-14%	2%	12%[57.1 µM]	0%	11	-1	0%
O=C(CSc1nnc2scc(-c3ccccc3)n12)Nc1ccc2c(c1)OCCO2	-6%	1.8%	-6%	-2%	2%[57.1 µM]	-2%	5	-3	-5%
CC(NC(=O)CNC(=O)c1sc2ccccc2c1Cl)c1ccc(S(N)(=O)=O)cc1 (stereo not drawn)	-1%	8.9%	-13%	-1%	-5%	-4%	3	-9	-5%
Cc1cc(C)n(-c2ncc(-c3ccccc3)nn2)n1	4%	1.8%	?	1%	5%	-2%	-7	-2	-2%
C1=CC2CCC1ON2c1ccccc1 (stereo not drawn)	-3%	-2.3%	-9%	-2%	-6%	-2%	-5	15	2%
Cc1ccc(-n2c(=O)c3sc4ccccc4c3n(CC(=O)NC3CCCC3)c2=O)cc1C	-11%	2.8%	-7%	-1%	26%	0%	-1	0	6%
CCN(CC)c1ccc(/C=N/NC(=O)C2CC2)cc1	?	3.7%	-10%	0%	46%[activator]	-2%	-2	1	6%
Cc1ccnc(NS(=O)(=O)c2ccc(NC(=O)c3ccc(S(=O)(=O)N(C)C)cc3)cc2)n1	0%	9.5%	-17%	-1%	3%	-15%	-3	-1	-1%
Cc1cnc(NC(=O)/C=C/c2ccc(Br)o2)s1	0%	0.0%	-24%	10%	8%	12%	1	-2	3%
CCc1ccc(C(=O)/C=C/Nc2ccc(S(=O)(=O)Nc3cnc4ccccc4n3)cc2)cc1	3%&-1%	-1.1%	?	-1%&2%	9%&2%	-6%&-1%	1&1	-5&-8	-15%&2%
O=C1C(c2ccccc2)CN1Cc1ccccc1 (stereo not drawn)	-1%	.	.	4%	.	.	-5	-4	.
Cc1cccc(NCCC(=O)c2ccc(Br)cc2)c1	-5%	0.7%	8%	0%	-3%	1%	7	3	3%
Cc1nc(Cl)c2c(n1)N(CC(N)=O)C(=O)CO2	3%	0.1%	-10%	-2%	1%	-2%	-5	-18	-7%

Five entries from above, bar-delimited:
molecule | Vif-APOBEC3G blk | RXFP1 ag | USP1-UAF1 inh | Glioma ERSR ind | TrxR1 substrate | Vif-A3F inh | PI4K2A block | LDHA inh | mIDH1 inhibitor
O=C(C1CCOCC1)N1CCC(CO)(CCc2ccccc2)CC1 | 0% | -0.5% | -6% | -5% | -1%[57.1 µM] | -5% | -5 | -3 | 0%
Cc1cc(NC(=O)NC(=O)c2cccc(OC(F)(F)C(F)F)c2)n[nH]1 | 1% | 1.2% | -5% | -3% | -4% | 5% | 8 | -3 | 1%
Clc1nc(NCc2cccnc2)nc(N2CCOCC2)n1 | 3% | 0.3% | -8% | -4% | -1% | -2% | 8 | -8 | 1%
Cn1c(=O)n(C)c2cc([N+](=O)[O-])c(N3CCN(S(C)(=O)=O)CC3)cc21 | 3% | 0.9% | 3% | 0% | -7% | -17% | -8 | -4 | 0%
Cc1ccc(Cn2c(C(=O)O)c(CNC3CCCC3)c3ccc(C)cc32)cc1 | 2% | 4.1% | -22% | -1% | 9% | -5% | 3 | 2 | 31%

Next compounds
SMILES	Vif-APOBEC3G blk	RXFP1 ag	USP1-UAF1 inh	Glioma ERSR ind	TrxR1 substrate	Vif-A3F inh	PI4K2A block	LDHA inh	mIDH1 inhibitor
COc1ccccc1N1CCN(S(=O)(=O)c2ccc([N+](=O)[O-])cc2)CC1	-7%	.	-7%	-3%	.	1%	-5	2	4%
CN(C)C(=O)c1cc(C(=O)c2ccc(C(F)(F)F)cc2)c[nH]1	3%	-2.3%	1%	-1%	-10%	1%	2	-6	6%
CN(CC(=O)Nc1ccc(S(N)(=O)=O)cc1)C1CCCCC1	2%	2.9%	-11%	-4%	6%	2%	-22	-1	1%
Cc1cc2c(cc1S(=O)(=O)CCC(=O)NC1CCC(C)CC1)OCC(=O)N2 (stereo not drawn)	4%&6%	2.7%&-1.0%	-20%&-30%	-2%&-2%	2%&0%[57.1 µM]	-1%&1%	-5&-2	3&-6	10%&22%
Cc1ccc(-c2cc3ncc4c(n3n2)-c2cc(Cl)ccc2OC4)cc1	1%	0.6%	-23%	0%	-4%[11.4 µM]	-11%	0	-1	17%
COc1ccc(C(=O)N2CCN(C(=O)C3CCCO3)CC2)cc1[N+](=O)[O-] (stereo not drawn)	6%	.	-13%	-4%	3%	4%	-1	1	7%
CCOC(=O)c1c(N)sc(C(=O)N(C)C)c1C	1%	0.5%	-4%	-6%	-3%	0%	-3	-1	2%
Oc1ccccc1C(=S)N1CCN(C(=S)c2ccccc2O)CC1	-5%	5.1%	-14%	-4%	-7%	0%	4	-8	-7%
CCN1CCN(c2nc(N)c([N+](=O)[O-])c(Nc3cccc(C)c3)n2)CC1	0%	3.4%	-20%	-2%	0%	3%	-6	-4	2%
CC1CCC(C(C)C)C(OC(=O)C[n+]2cc(-c3ccc(Cl)cc3)n3c2CCCCC3)C1 (stereo not drawn)	-13%	-0.4%	-26%	-6%	-1%[57.1 µM]	6%	-2	0	3%
C/C(=N\NC(=O)C1CC1)c1ccc(OC(F)F)cc1OC(F)F	0%	-1.3%	-7%	-1%	7%	2%	-2	-3	3%
Cc1ccc2c(CC(=O)OCC(=O)Nc3ccc(Cl)cn3)coc2c1	0%	-0.5%	-18%	0%	9%[57.1 µM]	3%	-2	1	7%
COc1ccc(NC(=O)CN(C)C(=O)Cc2ccc(-c3ccccc3)cc2)cc1	0%	0.8%	-7%	-2%	-12%	2%	0	-7	6%
COC(=O)C(c1ccccc1)C(C(=O)OC)c1ccccc1 (stereo not drawn)	0%	1.6%	-1%	-3%	-3%	-3%	-3	-10	-11%
O=S(=O)(Nc1ncccn1)c1ccc(-n2cnnn2)cc1	-1%	4.4%	7%	-3%	-8%	0%	-2	-17	3%
Cc1cc(C(=O)O)c(S(C)(=O)=O)s1	2%	0.1%	-22%	-4%	2%	-1%	6	-2	0%
Cc1ccccc1CS(=O)(=O)CCC(=O)NCCCN1CCOCC1	2%	-1.0%	-21%	-1%	5%	9%	1	-7	4%
COc1cccc(CNC(=O)Cn2ccc3cc(S(=O)(=O)N4CCCC4)ccc32)c1OC	1%&-2%	-0.7%&-0.8%	-2%&-4%	0%&-1%	9%[57.1 µM]	-1%&4%	4&-3	0&0	-3%&0%
CCOC(=O)N1CCN(Cc2cccs2)CC1	-2%	1.4%	-10%	-2%	10%[57.1 µM]	0%	3	-7	8%
CC(C)Oc1ccc(C(=O)Nc2ccccc2N2CCCC2)cc1	-21%	0.1%	-9%	1%	-5%	-11%	-11	2	6%

Full records from above. Screens in order: Vif-APOBEC3G blk | RXFP1 ag | USP1-UAF1 inh | Glioma ERSR ind | TrxR1 substrate | Vif-A3F inh | PI4K2A block | LDHA inh | mIDH1 inhibitor
COc1ccc(C(=O)N2CCN(C(=O)C3CCCO3)CC2)cc1[N+](=O)[O-] (stereo not drawn) reads 6% | . | -13% | -4% | 3% | 4% | -1 | 1 | 7%
Cc1cc(C(=O)O)c(S(C)(=O)=O)s1 reads 2% | 0.1% | -22% | -4% | 2% | -1% | 6 | -2 | 0%

Source: PubChem (National Center for Advancing Translational Sciences (NCATS))
